MT1-MMP act inh: blockers of MT1-MMP proenzyme processing, primary screen, HT1080 RFP-PRO-GFP cells, GFP/RFP fluorescence; Matrix metalloproteinase-14 (Homo sapiens), P50281; GFP/RFP ratio fluorescence, overnight; percent of plate control window, DMSO zero; GFP/RFP ratio change, % at 20 µM; 0.061% of 360,000 active; AID 651647, 2012;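 active means GFP/RFP ratio change of at least 30% with cell ATP level not reduced by more than half and red fluorescence within 50% of control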; further: strong numbers were not always called active
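Assay system: RFP-PRO-GFP reporter HT1080 cells; read-out basis: GFP/RFP fluorescence ratio; benchmarks: DMSO wells and RFP-L50D-GFP cells; doses: 20 µM single dose, 1% DMSO; schedule: overnight cell settling, then overnight compound exposure, 37 °C, 5% CO2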
Neddylation inh: inhibitors of cullin neddylation, primary screen, biochemical, TR-FRET, uHTS, NAE and Ubc12; AID 651699, 2012; 0.58% of 360,000 active; NEDD8-conjugating enzyme Ubc12 (Homo sapiens) + NEDD8-activating enzyme E1 regulatory …; calls only at 25 µM; in the data active means inhibition above about 36%
MLLE-PAM2 inh: inhibitors of PABP1 MLLE–PAM2 peptide binding, primary screen, biochemical, fluorescence polarization, FITC-PAM2, GST-MLLE | inhibition, % at 20 µM | 0.36% of 360,000 active | AID 588489, 2011; in the data active means inhibition above about 35%, passing the limit was not always enough;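 further: plate controls were DMSO wells with GST-MLLE for no effect and wells lacking GST-MLLE protein for full effect; some results filed as inactive read as strong as hits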
Target sequence (P11940 whole entry, looked up): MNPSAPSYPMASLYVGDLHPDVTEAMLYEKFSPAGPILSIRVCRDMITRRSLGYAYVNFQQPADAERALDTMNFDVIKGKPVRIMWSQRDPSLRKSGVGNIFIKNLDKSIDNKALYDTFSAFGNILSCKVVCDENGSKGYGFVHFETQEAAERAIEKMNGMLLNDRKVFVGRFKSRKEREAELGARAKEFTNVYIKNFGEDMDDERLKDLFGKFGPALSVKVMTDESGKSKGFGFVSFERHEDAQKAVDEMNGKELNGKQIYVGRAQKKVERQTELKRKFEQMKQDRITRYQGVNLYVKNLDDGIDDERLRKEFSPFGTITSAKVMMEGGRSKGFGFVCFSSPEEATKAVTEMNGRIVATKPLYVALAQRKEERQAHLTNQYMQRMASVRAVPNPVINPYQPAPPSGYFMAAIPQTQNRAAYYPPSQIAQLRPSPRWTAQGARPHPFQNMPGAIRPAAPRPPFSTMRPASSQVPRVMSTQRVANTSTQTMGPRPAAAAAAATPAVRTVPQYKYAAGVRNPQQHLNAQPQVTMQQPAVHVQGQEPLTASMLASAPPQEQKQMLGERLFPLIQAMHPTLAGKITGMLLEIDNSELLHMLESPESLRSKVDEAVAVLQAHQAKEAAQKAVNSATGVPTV
CSN deneddyl inh: inhibitors of CSN-mediated cullin deneddylation, primary screen, biochemical, fluorescence polarization, uHTS; inhibition, % at 12.5 µM; Purified CSN, SCF-Nedd8-OG deneddylation; 0.38% of 360,000 active;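 active means pattern-corrected inhibition above about 35%, with an unprinted fluorescence ratio check between 0.5 and 1.5, limit read from the data, passing the limit was not always enough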;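 further: 0% = enzyme with substrate and 100% = substrate without enzyme; some results filed as inactive read as strong as hits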
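Assay system: purified human Csn5 enzyme expressed in HEK293T cells; Input: 0.24 nM Csn5 enzyme, final concentration; Reagent: 10 nM SCFSkp2-Nedd8OG; Compound dosing: 12.5 µM single point; Times: reaction 90 min, room temperature; Technique: fluorescence polarization readout.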
NadD block: inhibitors of S. aureus NadD, primary screen, biochemical, colorimetric, uHTS; purified NadD enzyme, colorimetric absorbance read-out; 0.78% of 360,000 active; inhibition, % at 20 µM; in the data active means inhibition above about 26%; further: some compounds past the cut are filed as inactive
FAS-TE inh: FAS thioesterase domain inhibitors, primary screen, biochemical, fluorescence intensity, uHTS. recombinant FAS-TE, OMFH fluorogenic substrate, fluorescence endpoint. AID 602261, 2012. 0.67% of 360,000 active. inhibition, % at 15 µM;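 active means compounds whose normalised, plate-corrected inhibition of enzyme fluorescence in the single-dose primary screen is 50% or more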;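 further: 0% = DMSO with enzyme and 100% = substrate without enzyme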
Rin1 Abl inh: inhibitors of Rin1-Abl protein binding, primary screen, biochemical, TR-FRET; Tyrosine-protein kinase ABL1 (Homo sapiens) + Ras and Rab interactor 1 (Homo sapiens), …; inhibition, % at 7.35 µM; 0.4% of 360,000 active; in the data active means inhibition above about 5%, passing the limit was not always enough
SKN-1 block: suppressors of acrylamide-induced Pgst-4::GFP reporter in worms, primary screen, SKN-1 inhibitor project, whole organism, uHTS, GFP/RFP fluorescence ratio, strain VP596; C. elegans VP596 Pgst-4::GFP/RFP ratio, 24 h; 0.49% of 360,000 active; inhibition, % at 21.8 µM;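 active means interference check ratio from 0.5 to 1.5 plus GFP to RFP signal ratio inhibition reaching or exceeding a fixed threshold, cut at about 30% in these data, passing the limit was not always enough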; further: some compounds called inactive have numbers as strong as hits
Rpn11 inh: Rpn11 (PSMD14) deubiquitinase inhibitors, primary screen, biochemical, fluorescence polarization, uHTS. 26S proteasome non-ATPase regulatory subunit 14 (Homo sapiens), O00487. human 26S proteasome, Ub4-pepOG fluorescence polarization; 20S core pre-blocked with epoxomicin. calls only at 20 µM. 0.59% of 360,000 active. AID 588493, 2011;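 active means inhibition at 20 µM, scaled to each plate's controls, above about 33%, limit read from the data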
Target sequence (O00487 whole entry, looked up): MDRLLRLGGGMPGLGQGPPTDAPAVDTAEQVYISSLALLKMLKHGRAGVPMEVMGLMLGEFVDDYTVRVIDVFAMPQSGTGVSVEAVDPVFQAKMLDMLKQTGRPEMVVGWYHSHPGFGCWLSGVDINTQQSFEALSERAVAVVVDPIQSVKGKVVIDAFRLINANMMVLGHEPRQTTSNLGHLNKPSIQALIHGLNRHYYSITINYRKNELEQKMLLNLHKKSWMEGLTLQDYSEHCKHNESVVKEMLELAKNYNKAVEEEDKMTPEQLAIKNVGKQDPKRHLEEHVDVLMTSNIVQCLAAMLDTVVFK
The depositor's hits bear a star; i = inactive; · = no result given.

Each structure is followed by: MT1-MMP act inh	Neddylation inh	MLLE-PAM2 inh	CSN deneddyl inh	NadD block	FAS-TE inh	Rin1 Abl inh	SKN-1 block	Rpn11 inh
1. COc1ccc2ccccc2c1/C=N/NC(=O)c1nnn(-c2nonc2N)c1C(C)C
→ 10	i	7	1	33*	26	-3	17	i
2. COc1cc(-n2c(=O)c3ccccc3n(Cc3ccccc3)c2=O)cc(OC)c1OC
→ -3	i	-18	0	-6	-23	2	-29	i
3. Cc1cc(C(=O)COC(=O)c2ccc(Cl)c(S(N)(=O)=O)c2)c(C)n1CC1CCCO1 (stereo not drawn)
→ 8	i	-6	2	-4	-5	0	-5	i
4. COc1cccc(/C=C/C(=O)OCC(=O)NC(=O)NC2CCCC2)c1
→ 2	i	-7	-4	-9	4	2	1	i
5. COCCn1c(=S)[nH]c2sc3c(c2c1=O)CCC(C)C3 (stereo not drawn)
→ 1	i	21	10	4	1	1	15	i
6. CSc1cccc(NC(=O)C2C3C=CC4(O3)C2C(=O)N(CCN2CCOCC2)C4C(=O)NC2CCCCC2)c1 (stereo not drawn)
→ 1	i	12	-3	-1	-3	5	37*	i
7. COc1ccccc1OCCNc1ccc(S(=O)(=O)N2CCCC2)cn1
→ 3	i	8	-5	0	-6	1	7	i
8. CCOc1ccc(Nc2oc(Cc3ccccc3)nc2C#N)cc1
→ -4	i	12	-7	-12	17	-2	9	i
9. CSc1ccc(/C=C(\NC(=O)c2ccc(C)cc2)C(=O)NN)cc1
→ 0	i	-3	1	3	3	-3	-12	i
10. CCN(C(=O)CN1C=NS(=O)(=O)c2ccccc21)c1ccccc1
→ 1	i	5	-9	2	-8	-3	-8	i
11. O=C(CNC(=O)c1cccc(OC(F)F)c1)OCC(=O)c1ccccc1
→ 1	i	-11	-1	-8	-1	-3	8	i
12. CCCn1c(=N)c(C#N)cc2c(=O)n3ccccc3nc21
→ 2	·	12	0	1	-2	1	7	·
13. COC(=O)c1ccccc1CCC(C)=O
→ 1	i	19	4	-7	-6	1	6	i
14. Cc1cc(C(=O)OCC(=O)NCc2ccc3c(c2)OCO3)c2ccccc2n1
→ 0	i	-17	9	-5	2	-1	3	i
15. O=C(N/N=C/c1ccoc1)c1ccccc1F
→ 0	i	0	6	3	-6	-3	27	i
16. O=C(NCc1ccco1)C1Cc2cc(Cl)ccc2O1 (stereo not drawn)
→ 3	i	10	-1	3	-4	2	5	i
17. CC1(C)CC[C@]2(C(=O)O)[C@H](O)C[C@]3(C)C(=CCC4[C@@]5(C)C[C@H](O)[C@H](O)[C@@](C)(CO)C5CC[C@]43C)[C@@H]2C1 (stereo partly drawn)
→ -4	·	-11	5	-4	-6	2	5	i
18. O=C1NC[C@H](Cc2ccc(O)cc2)N(C[C@@H]2CCCN2C[C@H](Cc2ccccc2)N2C[C@H](Cc3ccccc3)N(CCc3ccccc3)C(=O)C2=O)C1=O
→ -2	i	·	-4	20	4	·	18	·
19. O=C(O)c1ccc(OCC(F)(F)F)nc1
→ -1	i	-2	-1	6	-3	1	23	i
20. CC(=O)Nc1cccc(C(=O)NC2CCCc3c2cnn3-c2ccccc2F)c1 (stereo not drawn)
→ 1	i	14	2	-4	-4	-2	0	i
21. COc1ccc(C)c2sc(N3CCCC3)nc12
→ 6	i	-7	2	-2	-4	3	4	i
22. COc1ccc(C(=O)N2CCN(C(=O)c3ccc(-c4ccccc4)cc3)CC2)cc1OC
→ 2	i	-8	-16	2	-2	5	-5	i
23. CCCC1(c2ccccc2)NC(=O)N(CCN2C(=O)c3ccccc3C2=O)C1=O (stereo not drawn)
→ 1	i	0	9	-3	-4	-2	-8	i
24. CCCN(C(=O)CSc1nnc(-c2ccncc2)n1CCC)c1c(N)n(Cc2ccccc2)c(=O)[nH]c1=O
→ -1	i	-15	-4	0	-6	0	0	i
25. CC(=O)Nc1ccc(S(=O)(=O)N[C@@H](C)C(=O)OCC(=O)c2ccc(C)cc2)cc1
→ 3	i	-12	2	0	-7	1	0	i
26. Cn1c(SCC(=O)N2CCCc3ccccc32)nnc1-c1cccs1
→ -3	i	0	-1	1	-2	-8	13	i
27. Cc1sc2ncnc(N[C@@H](CCC(=O)O)C(=O)O)c2c1C
→ 0	i	4	-3	1	-4	0	4	i
28. COc1ccc(Cl)cc1NC(=O)CCNS(=O)(=O)c1cccc2nonc12
→ 1	i	0	2	-9	0	0	9	i
29. CC(=O)NS(=O)(=O)c1ccccc1
→ 4	i	-10	2	-2	-11	4	-1	i
30. O=C(CCc1ccccc1)N1CCN(c2ccccn2)CC1
→ -1	i	0	1	6	-7	-4	19	i

In another format: results already given.
item	smiles	MT1-MMP act inh	Neddylation inh	MLLE-PAM2 inh	CSN deneddyl inh	NadD block	FAS-TE inh	Rin1 Abl inh	SKN-1 block	Rpn11 inh
17	CC1(C)CC[C@]2(C(=O)O)[C@H](O)C[C@]3(C)C(=CCC4[C@@]5(C)C[C@H](O)[C@H](O)[C@@](C)(CO)C5CC[C@]43C)[C@@H]2C1 (stereo partly drawn)	-4	·	-11	5	-4	-6	2	5	i
18	O=C1NC[C@H](Cc2ccc(O)cc2)N(C[C@@H]2CCCN2C[C@H](Cc2ccccc2)N2C[C@H](Cc3ccccc3)N(CCc3ccccc3)C(=O)C2=O)C1=O	-2	i	·	-4	20	4	·	18	·
19	O=C(O)c1ccc(OCC(F)(F)F)nc1	-1	i	-2	-1	6	-3	1	23	i
20	CC(=O)Nc1cccc(C(=O)NC2CCCc3c2cnn3-c2ccccc2F)c1 (stereo not drawn)	1	i	14	2	-4	-4	-2	0	i
21	COc1ccc(C)c2sc(N3CCCC3)nc12	6	i	-7	2	-2	-4	3	4	i
22	COc1ccc(C(=O)N2CCN(C(=O)c3ccc(-c4ccccc4)cc3)CC2)cc1OC	2	i	-8	-16	2	-2	5	-5	i
23	CCCC1(c2ccccc2)NC(=O)N(CCN2C(=O)c3ccccc3C2=O)C1=O (stereo not drawn)	1	i	0	9	-3	-4	-2	-8	i
24	CCCN(C(=O)CSc1nnc(-c2ccncc2)n1CCC)c1c(N)n(Cc2ccccc2)c(=O)[nH]c1=O	-1	i	-15	-4	0	-6	0	0	i
25	CC(=O)Nc1ccc(S(=O)(=O)N[C@@H](C)C(=O)OCC(=O)c2ccc(C)cc2)cc1	3	i	-12	2	0	-7	1	0	i
26	Cn1c(SCC(=O)N2CCCc3ccccc32)nnc1-c1cccs1	-3	i	0	-1	1	-2	-8	13	i
27	Cc1sc2ncnc(N[C@@H](CCC(=O)O)C(=O)O)c2c1C	0	i	4	-3	1	-4	0	4	i

Next section:
Each structure is followed by: MT1-MMP act inh	Neddylation inh	MLLE-PAM2 inh	CSN deneddyl inh	NadD block	FAS-TE inh	Rin1 Abl inh	SKN-1 block	Rpn11 inh
31. CCOC(=O)C(NC(=O)C1C(C)N1S(=O)(=O)c1ccc(C)cc1)C(=O)OCC (stereo not drawn)
→ 4	i	-11	5	-1	-6	1	3	i
32. Cc1cc(C)nc(Sc2ncnc(N)c2[N+](=O)[O-])n1
→ -2	i	14	6	-1	-4	-3	2	i
33. O=C1CCCC/C=C\C[C@H](CC(=O)N(CCO)Cc2ccccc2)C(=O)N2CCC[C@@H]2CO1
→ 2	i	-5	0	-5	-2	0	11	i
34. COc1ccc2[nH]c3c(c2c1)CCN1C(=O)N([C@@H](C)C(=O)NCc2ccco2)C(=O)[C@]31C
→ 2	i	-12	5	0	3	2	-2	i
35. CCN(CC(=O)Nc1c(F)cccc1F)C(=O)CN1C(=O)C2CCCCC2C1=O (stereo not drawn)
→ -2	i	2	4	3	-11	6	3	i
36. COc1ccc(N2CCN(C(=O)c3csc4ccccc34)CC2)cc1
→ 0	i	2	2	-3	-3	-1	-32	i
37. O=C(NCC1CCCCC1)c1csc([C@@H]2O[C@H](CO)[C@H](O)[C@H](O)[C@H]2O)n1
→ 5	i	6	2	1	-6	-1	6	i
38. O=C(NCc1ccco1)C(c1ccncc1)N(C(=O)Cc1cccs1)c1ccccc1 (stereo not drawn)
→ -6	i	2	-3	2	-4	-1	2	i
39. N#Cc1c(N)n(CCCN2CCOCC2)c2nc3ccccc3nc12
→ 0	·	6	-8	8	-6	-8	-23	i
40. O=C(CCN1C(=O)/C(=C/c2ccccc2F)SC1=S)N[C@@H](CO)Cc1ccccc1
→ 0	i	9	8	-13	19	0	-8	i
41. CNCc1ccc(OCc2ccccc2)c(OC)c1
→ -1	i	-10	-4	1	-7	2	-9	i
42. O=C(O)c1cc(-c2cccs2)nc2ccc(Br)cc12
→ 0	i	-2	0	-3	-1	-32	-5	i
43. COc1ccc(CCC(=O)NCCS(=O)(=O)N2CCN(c3ccccc3F)CC2)cc1
→ 1	i	5	-2	-4	-4	3	7	i
44. COc1ccccc1CNC(=O)CS(=O)(=O)c1ccccc1
→ 1	i	-2	0	-2	-3	-1	14	i
45. COc1ccccc1OCC#CCn1ccnc1
→ 1	i	10	-4	-5	-4	3	0	i
46. O=C(CN1CCN(S(=O)(=O)c2ccc(Cl)s2)CC1)NCc1ccc(Cl)cc1
→ 1	i	-6	-4	3	21	-5	7	i
47. N#Cc1ccc2[nH]cc(CCO)c2c1
→ 0	i	-14	1	-4	-14	-1	12	i
48. C=CC[C@H](CC(=O)NCCO)C(=O)N[C@@H](COC(=O)[C@H](CC=C)CC(=O)OC(C)(C)C)Cc1ccccc1
→ 0	i	7	-5	-6	0	0	-9	i
49. O=C(c1ccc2c(c1)OCCO2)N1CCN(c2ccccn2)CC1
→ 2	i	10	6	1	-4	1	10	i
50. CC(=O)Nc1cccn(Cc2c(Cl)cccc2Cl)c1=O
→ 1	i	14	0	-3	-5	1	5	i
51. CCOCC(=O)Nc1ccc(OCc2ccccc2)cc1
→ 1	i	-5	0	-5	-1	3	10	i

Assay outcomes as filed in PubChem.
